Yeast superoxide: caloric restriction mimetics inhibiting age-related superoxide in yeast; S. cerevisiae aged cells, superoxide DHE fluorescence; stronger effect = lower value; superoxide response (% of plate mean), % at 10 µM; 330,000 compounds, 0.18% hits; AID 2690;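 active means superoxide response under a set limit, about three screen SD below normal, cut at about 65% in these data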;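 further: yeast aged for seven days with compound at 30 °C before DHE staining; 100% = average MFI of all compound-treated wells on the plate with controls excluded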
core dimer inh: blocks dimerization of HCV core protein. inhibition, % at 5 µM. 300,000 compounds, 0.33% hits. AID 1899. TR-FRET GST/Flag-core106 dimerization, 1536-well;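 active means inhibition above the mean of all tested compounds plus 3 SD, set per screening campaign, cut at about 45% in these data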
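Material: GST/Flag-tagged HCV core106 proteins. Incubation: 4 h, 22.5 °C incubation. Read-out basis: inhibition (%) from 671 over 617 nm ratio. Measured by: TR-FRET, excitation 340 nm, emission 617 and 671 nm.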
EBNA-1 inhibitor: blocks EBNA-1 binding to DNA; EBNA-1 DNA binding, fluorescence polarization; inhibition, % at 14.8 µM; 300,000 compounds, 0.34% hits; in the data active means inhibition above about 28%
ZTA DNA inh: counter-screen for EBNA-1 inhibitors: inhibitors of Epstein-Barr virus ZTA | P03206 | ZTA-DNA binding, fluorescence polarization | inhibition, % at 11 µM | 320,000 compounds, 0.15% hits | AID 2234; in the data active means inhibition above about 33%
Target sequence (P03206 whole entry, looked up): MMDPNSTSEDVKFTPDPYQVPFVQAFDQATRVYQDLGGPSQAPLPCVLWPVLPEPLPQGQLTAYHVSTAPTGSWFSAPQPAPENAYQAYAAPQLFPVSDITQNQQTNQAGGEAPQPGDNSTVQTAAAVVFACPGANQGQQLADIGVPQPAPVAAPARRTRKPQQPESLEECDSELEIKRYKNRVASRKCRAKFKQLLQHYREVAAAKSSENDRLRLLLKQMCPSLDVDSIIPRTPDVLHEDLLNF
PP1 inh: blocks human PP1-alpha phosphatase, a PP5 counter-screen; P62136; purified PP1alpha, OMFP fluorescence; inhibition, % at 6.7 µM; 320,000 compounds, 0.9% hits;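 active means inhibition above the mean inhibition of all tested compounds plus 3 SD, computed separately for each screening campaign, cut at about 15% in these data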
Target sequence (P62136 whole entry, looked up): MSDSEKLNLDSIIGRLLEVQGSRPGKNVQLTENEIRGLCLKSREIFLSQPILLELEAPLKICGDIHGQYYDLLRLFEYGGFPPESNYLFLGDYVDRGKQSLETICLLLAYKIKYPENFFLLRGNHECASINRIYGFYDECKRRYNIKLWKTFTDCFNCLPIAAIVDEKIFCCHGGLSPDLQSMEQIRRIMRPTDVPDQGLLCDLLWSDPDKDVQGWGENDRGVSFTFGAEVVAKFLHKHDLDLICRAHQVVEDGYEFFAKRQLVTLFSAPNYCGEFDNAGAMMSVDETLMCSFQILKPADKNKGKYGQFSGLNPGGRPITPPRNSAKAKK
TPT1 inh: blocks Candida albicans tRNA 2'-phosphotransferase; recombinant caTPT1, FP RNA substrate dephosphorylation; inhibition, % at 5 µM; AID 1962; 300,000 compounds, 0.81% hits;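 active means inhibition above the mean of all tested compounds plus 3 SD, set per screening campaign, cut at about 24% in these data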;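 further: plate controls were DMSO alone for no effect and ferristatin control at 100 nM for full effect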
JMJD2C inh: inhibitors of human GASC-1 (JMJD2C) demethylase; Q9H3R0; GST-JMJD2C(1-420) H3K9me3 demethylation, DELFIA europium; inhibition, % at 2.35 µM; 330,000 compounds, 0.069% hits;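 active means more than half of a compound's replicate wells show inhibition beyond 50%, single wells judged on their own value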;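 further: signal counts dimethyl H3K9 product captured on neutravidin plate; 0% = median of DMSO wells and 100% = 0.3 times that DMSO median; strong numbers were not always called active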
PP5 primary: PP5 (human) phosphatase inhibition; inhibition, % at 6.7 µM; purified PP5c, OMFP substrate fluorescence; 320,000 compounds, 0.18% hits; AID 1987;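 active means inhibition above the campaign's mean inhibition across all tested compounds plus 3 SD, cut at about 9.5% in these data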;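 further: 0% = DMSO only and 100% = 100 µM cantharidin control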
Target sequence (P53041 whole entry, looked up): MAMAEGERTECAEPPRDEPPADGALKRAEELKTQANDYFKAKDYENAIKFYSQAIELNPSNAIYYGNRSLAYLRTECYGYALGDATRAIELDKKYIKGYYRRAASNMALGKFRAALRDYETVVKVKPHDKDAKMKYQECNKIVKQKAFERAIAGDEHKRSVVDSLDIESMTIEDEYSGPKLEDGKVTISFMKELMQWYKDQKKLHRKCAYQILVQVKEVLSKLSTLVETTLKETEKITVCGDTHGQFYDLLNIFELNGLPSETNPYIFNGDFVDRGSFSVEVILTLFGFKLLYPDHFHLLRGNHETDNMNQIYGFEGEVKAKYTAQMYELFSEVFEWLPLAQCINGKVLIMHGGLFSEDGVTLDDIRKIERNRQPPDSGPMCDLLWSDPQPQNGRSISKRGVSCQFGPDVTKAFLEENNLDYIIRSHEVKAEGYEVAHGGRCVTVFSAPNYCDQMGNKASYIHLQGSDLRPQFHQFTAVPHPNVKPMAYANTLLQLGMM
CTSL1 counter: counter-screen for PFM18AAP inhibitors: inhibitors of F. hepatica cathepsin L1; recombinant F. hepatica cathepsin L1, Z-Leu-Arg-MCA fluorescence; inhibition, % at 5.96 µM; 300,000 compounds, 0.49% hits;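 active means inhibition above the mean of all tested compounds plus 3 SD, set per screening campaign, cut at about 17% in these data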;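 further: 0% = plate median of test compound wells and 100% = 1 µM Z-Phe-Ala-diazomethylketone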
The depositor's hits bear a star; x = no result given.

A first look (2 entries):
SMILES | Yeast superoxide | core dimer inh | EBNA-1 inhibitor | ZTA DNA inh | PP1 inh | TPT1 inh | JMJD2C inh | PP5 primary | CTSL1 counter
CCOc1ccc(S(=O)(=O)N2CCCCC2)cc1NC(=O)C1=COCCO1 | 97 | 3 | -3 | 2 | -5 | -2 | 2 | 0.6 | -3
Nc1c(Cl)ncnc1N1CCOCC1 | 87 | -2 | -6 | -17 | 1 | -6 | 2 | 0.3 | -3

The list itself, repeating the preview:
SMILES | Yeast superoxide | core dimer inh | EBNA-1 inhibitor | ZTA DNA inh | PP1 inh | TPT1 inh | JMJD2C inh | PP5 primary | CTSL1 counter
CCOc1ccc(S(=O)(=O)N2CCCCC2)cc1NC(=O)C1=COCCO1 | 97 | 3 | -3 | 2 | -5 | -2 | 2 | 0.6 | -3
Nc1c(Cl)ncnc1N1CCOCC1 | 87 | -2 | -6 | -17 | 1 | -6 | 2 | 0.3 | -3
Cc1cc(/C=C2\SC(=S)NC2=O)c(C)n1C | 99 | 0 | 6 | -2 | 2 | 53* | -1 | 1.3 | 1
CCOc1ccc(S(=O)(=O)N2CCCCC2)cc1NC(=O)CN1C(=O)NC(C)(c2ccc(C)cc2)C1=O (configuration not stated) | 97 | 17 | -4 | 1 | 1 | 3 | 4 | 1.7 | 2
CC1CCN(c2nc(-c3ccncc3)nc3ccccc23)CC1 | 89 | 10 | -10 | -3 | 11 | 0 | 1 | 3.2 | 4
CCN(Cc1ccncc1)C(=O)c1cc(Br)cc(Br)c1O | 87 | 3 | -1 | 6 | 0 | -2 | -3 | -2.2 | 1
O=C(CSc1cn(CCNC(=O)c2cccs2)c2ccccc12)NCC1CCCO1 (configuration not stated) | 115 | -8 | 3 | 4 | 2 | -1 | -1 | -0.1 | 1
CC(C)CNC(=O)CC(=O)N/N=C/c1cccs1 | 107 | 0 | -3 | -3 | -1 | -1 | -9 | -0.5 | 5
C#CC(C)(CC)NC(=O)c1cc2nc(C3CC3)cc(C(F)(F)F)n2n1 (configuration not stated) | 95 | 1 | 2 | -12 | -4 | -2 | 2 | -1.9 | 5
Cn1c(SCc2nc3ccccc3s2)nnc1-c1cccs1 | 99 | 2 | 0 | -9 | -2 | 2 | -16 | 1.0 | -13
Cc1ccc(C(N)=O)cc1S(=O)(=O)Nc1cccc(C)c1C | 105 | -4 | -13 | -19 | -5 | 0 | -12 | 0.2 | -1
CCOC(=O)Cc1csc(NC(=O)COc2ccccc2OCC)n1 | 125 | -1 | -9 | 48* | 1 | 0 | 7 | 1.9 | 5
Cc1c(Cc2ccccc2)c(=O)oc2c(C)c(OCC(=O)N[C@@H](Cc3ccccc3)C(=O)O)ccc12 | 114 | 22 | 3 | 0 | 5 | 1 | 15 | 0.7 | 4
CCOC(=O)C1CCCN(C(=O)C2CCN(S(=O)(=O)c3cnc[nH]3)CC2)C1 (configuration not stated) | 103 | -1 | -5 | 1 | -1 | 1 | -4 | -0.6 | -9
CC1CCCCC1NC(=O)COC(=O)c1ccc2c(c1)OCCO2 (configuration not stated) | 117 | x | x | 0 | -4 | x | 2 | 0.9 | x
CS(=O)(=O)c1ccc(-c2nnn(CC(N)=O)n2)cc1 | 116 | -2 | -14 | 14 | -1 | 6 | 5 | -1.4 | -6
COc1cc(CNn2cn[nH]c2=S)cc(Cl)c1OCc1ccc(F)cc1 | 86 | 8 | 4 | 7 | -3 | -4 | -3 | -1.6 | 5
COc1cc(OC)cc(-c2c(-c3cccs3)c3cc(-c4ccc(N(C)C)nc4)ccc3n2C)c1 | 133 | x | x | 14 | -4 | x | 4 | 2.8 | x
COc1ccccc1NC(=O)CSc1nc(=O)n(CCN(C)C)c2c1CCCC2 | 92 | -1 | -7 | -2 | -5 | 3 | -2 | -1.1 | -1
COc1ccc(S(=O)(=O)N2CCCC2CNC(=O)C(=O)NCc2cccs2)cc1 (configuration not stated) | 91 | 1 | -6 | 9 | 4 | -1 | -41 | 0.1 | 7
CCOC(=O)[C@H]1NN=C(C(=O)OC)[C@@H]1c1ccccc1 | 111 | -12 | -7 | -26 | 3 | -1 | -1 | 2.1 | -6
Cn1nc(C(=O)N2CCOCC2)c2ccccc2c1=O | 95 | 0 | 1 | 6 | -4 | 0 | 5 | -0.2 | -1
C/C(CC(=O)Nc1cc(C)ccn1)=N\NC(=O)c1ccc(C(C)(C)C)cc1 | 95 | 4 | 9 | -6 | 2 | -4 | -2 | -0.3 | 1
COc1cc(NC(=O)CSc2nnc(-c3cc(C)on3)o2)cc(OC)c1 | 101 | -10 | -12 | -19 | -4 | -2 | 13 | -6.3 | 1
Cc1cccc(-c2noc(CN(C)C(=O)c3ccco3)n2)c1 | 104 | -12 | -8 | -3 | 0 | -3 | -8 | 1.1 | -1
CC1(NC(=O)C2CCCCC2)CCS(=O)(=O)C1 (configuration not stated) | 100 | -2 | 0 | -2 | -2 | 1 | 3 | 0.8 | 0
CCCCn1c(NCc2ccc(N(C)C)cc2)nc2ccccc21 | 101 | -4 | -6 | 8 | -1 | -5 | 5 | 0.5 | 4
COCCNC(=O)C(OC(=O)c1cccs1)c1ccccc1 (configuration not stated) | 101 | 6 | 11 | 10 | 0 | -3 | -1 | -3.7 | -5
CC(=O)NC1C(=O)N(CCN2CCOCC2)c2ccc(C)cc21 (configuration not stated) | 157 | 1 | 6 | -1 | 57* | 1 | 11 | 6.8 | -7
CC(=O)N/C(=C\c1ccccc1)C(=O)OCC(=O)N1CCCCCC1 | 114 | -6 | 4 | 0 | -2 | -5 | 42 | 0.9 | -10
CCSc1ccc([C@@H]2[C@H]3C(=O)N(C)C(=O)[C@H]3[C@]3(C(=O)OC)CCCCN23)cc1 | 105 | 2 | -2 | -8 | 5 | 5 | -1 | 5.0 | 3
COc1ccc(OC)c(C(=O)/C=C/c2ccccc2C(F)(F)F)c1 | 108 | 1 | -16 | -12 | -1 | -3 | -8 | 6.0 | 1
Cn1c(O)c(N=Nc2nc(-c3ccccc3)cs2)c2ccccc21 | 95 | -7 | 1 | -10 | 1 | 6 | 0 | -1.9 | 2
O=C(Oc1ccccc1O)c1cccc2ccccc12 | 94 | -2 | 8 | -5 | 3 | -2 | 55 | 2.8 | -1
Cc1cccc(/C=c2\s/c(=C\C(=O)C(C)(C)C)[nH]c2=O)c1 | 100 | 16 | -3 | -6 | 6 | 1 | 6 | 3.0 | -1
CC1C(=O)Nc2ccc(S(=O)(=O)Nc3ccccc3Br)cc2NC1=O (configuration not stated) | 84 | 12 | 1 | -5 | -1 | -5 | -20 | 2.5 | -2
COC(=O)C(NC(=O)c1ccccc1)(Nc1nccs1)C(F)(F)F (configuration not stated) | 99 | -2 | -1 | -3 | -4 | -1 | 2 | -0.5 | -2
O=C(OC[C@H]1O[C@@H](OC(=O)c2cc(O)c(O)c(OC(=O)c3cc(O)c(O)c(O)c3)c2)[C@H](OC(=O)c2cc(O)c(O)c(OC(=O)c3cc(O)c(O)c(O)c3)c2)[C@@H](OC(=O)c2cc(O)c(O)c(OC(=O)c3cc(O)c(O)c(O)c3)c2)[C@@H]1OC(=O)c1cc(O)c(O)c(OC(=O)c2cc(O)c(O)c(O)c2)c1)c1cc(O)c(O)c(OC(=O)c2cc(O)c(O)c(O)c2)c1 | 86 | -122 | 86* | 87* | 82* | -4 | x | 4.4 | 10
COc1ccc(F)cc1C(=O)C1CCCN(C(=O)CCN2CCCCO2)C1 (configuration not stated) | 96 | -2 | -11 | -7 | -1 | -2 | 5 | 0.4 | 0
N/C(=N\OC(=O)c1ccc(Cl)cc1)c1ccn[nH]1 | 121 | 1 | -2 | 6 | -3 | -3 | 3 | -0.6 | -1

Four entries drawn at random from the list so far, as already listed:
SMILES | Yeast superoxide | core dimer inh | EBNA-1 inhibitor | ZTA DNA inh | PP1 inh | TPT1 inh | JMJD2C inh | PP5 primary | CTSL1 counter
C/C(CC(=O)Nc1cc(C)ccn1)=N\NC(=O)c1ccc(C(C)(C)C)cc1 | 95 | 4 | 9 | -6 | 2 | -4 | -2 | -0.3 | 1
Cc1cccc(/C=c2\s/c(=C\C(=O)C(C)(C)C)[nH]c2=O)c1 | 100 | 16 | -3 | -6 | 6 | 1 | 6 | 3.0 | -1
N/C(=N\OC(=O)c1ccc(Cl)cc1)c1ccn[nH]1 | 121 | 1 | -2 | 6 | -3 | -3 | 3 | -0.6 | -1
CCOC(=O)[C@H]1NN=C(C(=O)OC)[C@@H]1c1ccccc1 | 111 | -12 | -7 | -26 | 3 | -1 | -1 | 2.1 | -6

The listing continues:
SMILES | Yeast superoxide | core dimer inh | EBNA-1 inhibitor | ZTA DNA inh | PP1 inh | TPT1 inh | JMJD2C inh | PP5 primary | CTSL1 counter
Cc1cc(=O)oc2cc(OCCCC[n+]3ccccc3)ccc12 | 71 | -2 | -7 | 6 | -4 | 3 | 4 | -0.6 | 4
CC(=O)Nc1nc2ccc(Br)cc2s1 | 90 | -4 | 1 | 28 | -2 | -5 | 3 | 2.1 | -6
O=C(O)c1ccccc1C(=O)c1ccc(Cl)cc1 | 106 | -3 | 1 | 2 | 1 | 3 | -20 | -3.5 | 0
CCc1cc(=O)oc2c(CNCc3ccccc3F)c(O)c(Cl)cc12 | 95 | -14 | 10 | 5 | 1 | 0 | -8 | -1.4 | 2
CCC(C)NC(=O)Cc1c(C)c2cc3c(cc2oc1=O)OC(C)(C)CC3 (configuration not stated) | 109 | -4 | -12 | -6 | -3 | 1 | 15 | -1.6 | 1
O=C(Nc1cccc2cccnc12)c1ccc(Br)cc1Br | 100 | 10 | 5 | -2 | -3 | -1 | -1 | 0.2 | -1
NC(N)=NS(=O)(=O)c1ccc(NC(=S)NC(=O)c2ccc(Br)cc2)cc1 | 121 | -1 | -3 | 0 | 0 | 1 | -1 | 3.0 | 0
COC(=O)c1ccc(CN2CCCC(C(=O)Nc3cccc(-n4cnnn4)c3)C2)cc1 (configuration not stated) | 105 | -5 | -1 | 4 | -3 | 2 | 13 | 5.7 | -1
O=C(COC(=O)CCCNC(=O)c1ccc(Cl)cc1)NCc1ccccc1Cl | 88 | -1 | 8 | 10 | 0 | -2 | 6 | 0.6 | -7
Cc1ccc(-c2nc3ccccc3[nH]2)s1 | 84 | -7 | 1 | -22 | 0 | -8 | 3 | 3.7 | 4
COC(=O)CC1C(=O)NCCN1C(=O)Nc1cccc(Cl)c1 (configuration not stated) | 102 | -6 | -2 | -1 | -4 | 1 | -5 | -1.0 | -6
O=C(N/N=C/c1ccc(O)cc1O)c1ccc(CN2C(=O)c3cccc4cccc2c34)cc1 | 92 | 54* | 10 | -30 | 14 | 2 | 24 | -1.8 | 11
CC(C)C12CN3CC(C(C)C)(CN(C1)C3c1ccco1)C2=O (configuration not stated) | 98 | -3 | -11 | -23 | 0 | 1 | -7 | 1.4 | 1
Brc1ccc(CSc2ccc3nnc(-c4ccccn4)n3n2)cc1 | 106 | 12 | 5 | 2 | 26* | 1 | -4 | -1.0 | 0
CCOC(=O)c1cccc(C2=CC(=O)C[C@H](c3ccc(OC)c(OC)c3)C2)c1 | 97 | x | x | 3 | -2 | x | 6 | 1.7 | x
Cc1ccc(P(=O)(CO)c2ccc(C)cc2)cc1 | 99 | -2 | 1 | -2 | -6 | 0 | 15 | 0.9 | 4
CC1CCCCC1NC(=O)CSc1ccc([N+](=O)[O-])cc1 (configuration not stated) | 94 | -2 | 0 | 3 | -2 | -2 | 4 | 0.3 | 0
CCN1C(=O)N(CC)C2C1N(C(C)=O)C(=O)N2C(C)=O (configuration not stated) | 101 | -3 | 1 | 2 | 0 | -3 | -9 | -1.8 | 3
CCOc1ccc(N(CC(=O)NC2CCCCC2)C(=O)CNC(=O)c2ccco2)cc1 | 82 | -3 | -1 | -22 | 0 | -1 | -2 | 0.6 | -3
Cc1cccc(Oc2nc(-c3ccccn3)nc3ccccc23)c1 | 95 | 6 | -12 | -15 | 15 | 2 | 1 | 2.8 | 3

Screens from PubChem.
